From PubChem BioAssay
RGS4 pot – RGS4 potentiators or activators, primary screen, cell-based, HEK293 M3R inducible RGS4, calcium flux; carbachol calcium flux Fluo4; hits give low values; B-score at 10 µM; actives 0.92% (n = 310,000); AID 463111, 2010;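 active = B-score of the integrated calcium signal more than 4 SD below the library mean, with starting fluorescence not abnormally high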;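 also: negative B-score means reduced calcium response which marks RGS4 activation or potentiation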
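test system = HEK293 cells with stable M3R and inducible RGS4 | schedule = recording 10 s baseline at 1 Hz, 100 s post-agonist | technique = Fluo4-AM (2 µM) calcium-flux fluorescence, kinetic read | measure = Agonist-evoked peak-minus-minimum fluorescence over baseline, integrated ratio, B score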
PolyA inh – polyadenylation inhibitors in yeast reporter cells, primary screen, luminescence, S. cerevisiae; S. cerevisiae SKY197-pL101 polyadenylation reporter, beta-gal luminescence; efflux-impaired pdr1/pdr3 knockout yeast; score 100 = 6 SD above DMSO; actives 0.02% (n = 300,000); calls only at 12 µM;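 active = lowest replicate activity score at least 50, where 100 means six control SD above control mean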;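 also: yeast exposed to compound for 9 h at 30 °C; higher score means more reporter readthrough which indicates perturbed polyadenylation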
RGS4 inh – RGS4 inhibitors, primary screen, cell-based, HEK293 M3R inducible RGS4, calcium flux; actives 0.45% (n = 310,000); B-score at 10 µM; Regulator of G-protein signaling 4 (Homo sapiens), P49798; AID 463165, 2010; Fluo-4 calcium flux; hits give high values; triggered by carbachol at its EC20;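 active = B-score, a plate-corrected calcium signal, over three deviations above library mean, with baseline fluorescence within five deviations of library mean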;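 also: RGS4 expression induced by doxycycline in cells with stable M3 receptor; B-score is computed from the integrated fluorescence ratio over baseline after carbachol; higher B-score means a larger calcium signal and so more RGS4 inhibition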
Target sequence (P49798 whole entry, looked up): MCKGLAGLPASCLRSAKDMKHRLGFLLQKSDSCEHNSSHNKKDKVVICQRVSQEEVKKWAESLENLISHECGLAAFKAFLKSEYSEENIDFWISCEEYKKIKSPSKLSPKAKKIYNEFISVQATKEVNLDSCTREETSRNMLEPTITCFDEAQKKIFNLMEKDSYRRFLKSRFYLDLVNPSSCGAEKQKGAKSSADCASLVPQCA
KCNQ1 act – potentiators or activators of KCNQ1 channel, primary screen, cell-based, thallium flux, high-throughput. Potassium voltage-gated channel subfamily KQT member 1 (Homo sapiens), P51787. CHO-K1 KCNQ1, thallium flux FluxOR fluorescence; hits give high values. B-score at 10 µM. actives 0.35% (n = 310,000). AID 2648, 2010;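 active = fluorescence ratio B-score, a plate-corrected score, at least three library SD, with initial intensity B-score within 5 SD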
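System: Stable KCNQ1 CHO-K1 line | Incubation: 90 min dye loading and 20 min compound exposure, both at room temperature | Measure: Ratio B score | Medium: Assay buffer for compound exposure, DMSO matched across wells | Compound dosing: Single-concentration screen | Probe or stimulus: K+/Tl+ depolarizing stimulus | Measured by: Kinetic FluxOR fluorescence, 10 s baseline plus 110 s post-stimulus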
Dyrk1A ADPGlo – rat Dyrk1A kinase inhibitors, primary screen, biochemical, single point, plate reader. actives 0.43% (n = 310,000). AID 504441, 2011. ADP-Glo luminescence, NFATc1 peptide. inhibition, % at 12.5 µM. Dual specificity tyrosine-phosphorylation-regulated kinase 1A (Rattus norvegicus), Q63470; in the data active = inhibition above about 50%;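 also: plate controls were vehicle with enzyme for no effect and no enzyme for full effect; many of its hits are not listed in these tables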
KCNQ1 inh – inhibitors of human KCNQ1 channel, primary screen, cell-based, thallium flux, high-throughput; Potassium voltage-gated channel subfamily KQT member 1 (Homo sapiens), P51787; CHO-K1 KCNQ1, FluxOR thallium flux fluorescence; hits give high values; B-score at 10 µM; actives 1.3% (n = 310,000); AID 2642, 2010;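 active = compounds whose thallium flux B-score, printed positive for inhibition, exceeds three library SD while starting fluorescence stays within three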;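 also: channel opened by potassium depolarization with thallium stimulus after 20 min compound exposure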
GSK3beta inhib – human GSK3beta kinase inhibitors, primary screen, biochemical, cell-free homogeneous, HTS; Glycogen synthase kinase-3 beta (Homo sapiens), P49841; GST-GSK3beta kinase, ADP-Glo luminescence, 60 min; hits give low values; activity score (negative = inhibition), % at 10 µM; actives 0.038% (n = 300,000);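 active = more than half of replicate wells score below -50%, meaning over 50% inhibition versus plate controls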;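 also: 0% = median DMSO wells and -100% = median GW8510 positive control wells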
Target sequence (P49841 whole entry, looked up): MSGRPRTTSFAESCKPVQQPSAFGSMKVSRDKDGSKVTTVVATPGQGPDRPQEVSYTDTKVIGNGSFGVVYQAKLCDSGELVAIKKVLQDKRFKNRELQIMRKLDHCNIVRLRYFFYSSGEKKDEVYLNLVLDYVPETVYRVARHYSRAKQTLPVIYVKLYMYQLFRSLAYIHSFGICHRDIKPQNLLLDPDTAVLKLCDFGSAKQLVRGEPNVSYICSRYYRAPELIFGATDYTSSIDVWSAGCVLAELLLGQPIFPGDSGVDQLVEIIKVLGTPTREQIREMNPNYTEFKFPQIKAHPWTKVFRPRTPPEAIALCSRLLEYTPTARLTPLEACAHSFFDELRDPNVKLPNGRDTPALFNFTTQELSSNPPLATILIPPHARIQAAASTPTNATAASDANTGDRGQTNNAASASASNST
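Assay system: GST-fused GSK3beta enzyme, cell-free / Medium: Tris pH 7.5 buffer with MgCl2, DTT, BSA, heparin / Also added: peptide substrate plus 25 µM ATP (final) / Compound: 10 µM single point / Timing: kinase reaction with compound 60 min at room temperature / Detection: ADP-Glo luminescence / Benchmarks: DMSO neutral wells and GW8510 at 20 µM as positive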
KCNK9 inh – KCNK9 potassium channel inhibitors, primary screen, HEK293 cells, thallium flux. B-score at 10 µM. FluxOR thallium flux fluorescence; hits give low values. actives 1.2% (n = 310,000);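 active = ratio B-score over 3 SD below the library mean, with starting fluorescence within 5 SD of its mean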;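 also: negative B-score means less thallium flux so channel inhibition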
GSK3A inh – blockers of GSK3A enzyme activity – biochemical, luminescence, cell-free homogeneous, HTS, primary screen; Glycogen synthase kinase-3 alpha (Homo sapiens), P49840; GSK-3 alpha kinase, ADP-Glo luminescence, 60 min; inhibition, % at 10 µM; actives 0.1% (n = 320,000); AID 2650, 2010;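 in the data active = inhibition above about 50%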;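 also: GST-tagged GSK-3 alpha with peptide substrate and 25 µM ATP; 0% = DMSO neutral wells and 100% = GW8510 positive control wells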
hERG rescue – hERG rescue from dofetilide block, primary screen, cell-based, CHO-hERG, FluxOR thallium flux, dofetilide IC70. actives 0.51% (n = 310,000). activation (rescue from dofetilide block), less the hit threshold, % at 10 µM. Voltage-gated inwardly rectifying potassium channel KCNH2 (Homo sapiens), Q12809. dofetilide IC70 present;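 active = activation above the mean of controls blocked by dofetilide plus 5 SD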;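 also: thallium influx through hERG after potassium depolarization seen as dye fluorescence rise; in these data hits start at about 4.7%; inactives centre near -7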
KCNK3 block – human KCNK3 channel inhibitors, primary screen, CHO cells, FluxOR thallium flux, B-score. FluxOR fluorescence; hits give low values. B-score at 10 µM. actives 0.84% (n = 340,000);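 active = B-score under library mean minus 4 SD, starting fluorescence ratio at most library mean plus 5 SD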;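 also: more negative B-score means stronger inhibition of thallium flux through KCNK3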
The depositor's hits bear a star; i = inactive; · = not tested or not shown. These rows are one share of the data; count on the stated rates, not on these rows.

SMILES	RGS4 pot	PolyA inh	RGS4 inh	KCNQ1 act	Dyrk1A ADPGlo	KCNQ1 inh	GSK3beta inhib	KCNK9 inh	GSK3A inh	hERG rescue	KCNK3 block
CCOC(=O)N1CCN(CC(O)COC(CC)c2ccccc2)CC1 (stereo not drawn)	i	i	i	i	2	i	0	i	-2	-6	i
C=CCNC(=O)c1ccc2c(c1)nnn2C	i	i	i	i	3	i	0	i	-6	-2	i
S=C(N/N=C/c1ccccc1Cl)Nc1cccc(Cl)c1Cl	i	i	i	12*	7	i	0	i	0	9.8*	i
COc1ccccc1N1CSC2=C(C#N)C(c3ccc(SC)cc3)CC(=O)N2C1 (stereo not drawn)	i	i	i	i	-1	i	2	i	16	-11	i
Cc1cc(N/C(=N/S(=O)(=O)c2cc(F)ccc2F)c2ccccc2)n(-c2ccccc2)n1	i	i	i	i	1	i	4	i	-8	-8	i
COc1cccc(OC)c1CN(C)C(=O)c1cnccc1C(F)(F)F	i	i	i	i	·	i	-3	i	-2	-10	i
CCOc1ccc(NC(=S)NC(=O)/C=C/c2ccc(OC)c(OC)c2)c([N+](=O)[O-])c1	i	i	i	i	-1	i	3	i	-6	-10	i
COc1cccc(N2CC(C)Cn3c2nc2c3c(=O)[nH]c(=O)n2C)c1 (stereo not drawn)	i	i	i	i	-1	i	-2	i	1	-3	i
COC(=O)Sc1nc(N2CCOCC2)c2c(c1C#N)CC(C)(C)OC2	i	i	i	i	-2	i	1	i	0	-6	i
COc1ccc(-c2nc3n(c(=O)c2C#N)CCS3)cc1	i	i	i	i	·	i	2	i	-3	-8	i
COc1ccc(NC(=O)C2CCCN2C(=O)Nc2cccc(F)c2)cc1 (stereo not drawn)	i	i	i	i	3	i	-2	i	-2	-9	i
Cc1nc2c(C(=O)NCCc3ccccc3Cl)c[nH]n2c(=O)c1Cl	i	i	i	i	17	i	-4	i	2	-8	i
Cn1c(=O)c2cn(-c3ccccc3)cc2n(C)c1=O	i	i	i	i	-3	i	-2	i	1	-6	i
CCOC(=O)c1c(-c2ccc(C)o2)csc1NC(=O)CN(C)CC(=O)Nc1ccc(C)cc1	i	i	i	i	3	i	-2	i	-3	-22	i
CN1C(=O)SC(Nc2cccc3ccccc23)C1=O (stereo not drawn)	i	i	i	i	9	i	2	i	1	-1	i
COc1cc(OC)c(-c2nc3ccccc3s2)cc1OC	i	i	i	i	3	i	-1	i	-1	-12	i
CC1Cc2cc(/C(O)=C3/C(=O)C(=O)N(Cc4ccncc4)C3c3ccc(N(C)C)cc3)ccc2O1 (stereo not drawn)	i	i	i	i	·	i	-1	i	-1	-5	i
CCCc1cc(C(=O)Nc2cc(Br)ccc2O)no1	i	i	i	i	3	i	-26	i	-1	-8	i
O=C1c2cccc3c(N4CCCCC4)ccc(c23)C(=O)N1c1ccccn1	i	i	i	i	4	8*	-2	-7.6*	3	-20	i
CCOCCCN(C)C1CCN(C(=O)c2oc3ccccc3c2NC(=O)COc2ccc(F)cc2)CC1	i	i	i	i	-3	i	1	i	0	-16	i
CCOc1ccccc1N1CCN(C(=O)c2c(C)noc2C)CC1	i	i	i	i	3	i	4	i	-1	-9	i
COc1ccccc1CN1CCNC(=O)C1CC(=O)NCCc1cnccn1 (stereo not drawn)	i	i	i	i	9	i	-2	i	-2	-12	i
CC(=O)NCC(=O)OCC(=O)c1ccc(C)c(C)c1	i	i	i	i	·	i	1	i	-2	-3	i
Oc1ccc(/C=N/N2CCCCC2)c(O)c1	i	i	i	i	12	i	2	i	9	-6	i
O=C(Nc1ccccn1)c1ccc(Cl)c(S(=O)(=O)N2CCOCC2)c1	i	i	i	i	4	i	-22	i	-1	4	i
Further compounds follow.
SMILES	RGS4 pot	PolyA inh	RGS4 inh	KCNQ1 act	Dyrk1A ADPGlo	KCNQ1 inh	GSK3beta inhib	KCNK9 inh	GSK3A inh	hERG rescue	KCNK3 block
CCO/C=C1/C(=O)N(CC)c2ccccc21	i	i	i	i	-43	i	0	i	-1	-4	i
CN(C)S(=O)(=O)c1ccc(Cl)c(NC(=O)COC(=O)/C=C/c2cnc3ccccc3n2)c1	i	i	i	i	2	i	5	i	2	-9	i
CC(=O)c1ccc(NC(=O)CSc2ccc(-c3ccc(-n4cccn4)cc3)nn2)cc1	i	i	i	i	-9	i	-2	i	-1	-16	i
COCCn1c(Cc2cccn2C)nnc1SCC(=O)NCc1ccc2c(c1)OCO2	i	i	i	i	2	i	0	i	-2	-4	i
O=C(NCC1CCCO1)C1CCC(=O)N1Cc1ccccc1Cl (stereo not drawn)	i	i	i	i	2	i	-1	i	-2	-12	i
CCOC(=O)c1c(NC(=O)C2=C(C)NC(=S)NC2c2ccc(C)cc2)sc(C)c1C (stereo not drawn)	i	i	i	i	-4	i	2	i	1	-5	i
CCc1ccc2c(CN(C)Cc3ccccc3OC)cc(=O)oc2c1	i	i	i	i	22	i	1	i	-2	-15	i
Cc1cc(NC(=O)COC(=O)c2cccc(O)c2)no1	i	i	i	i	0	i	3	i	2	-7	i
CC1CN(C(=O)C(C)N2CCN(c3cccc(Cl)c3)CC2)CC(C)O1 (stereo not drawn)	i	i	i	i	0	i	1	i	-3	-10	i
CC(C)Cc1nnc(NC(=O)CC(C)c2ccccc2)s1 (stereo not drawn)	i	i	i	i	0	i	4	i	-3	2	i
COc1cc(CC(NC(C)=O)C(=O)NC2CCN(c3nc(C)cc(C)c3C#N)CC2)cc(OC)c1 (stereo not drawn)	i	i	i	i	2	i	1	i	0	-7	i
Cc1ccccc1/C=C/c1cc[n+](C)cc1	i	i	i	i	-8	i	0	i	-1	-12	i
COc1ccc(OC)c(S(=O)(=O)N2CCC(C(=O)Nc3ccc(C)c(C)c3)CC2)c1	i	i	i	i	1	i	-5	i	-4	-25	i
CC(C)N(c1ccccc1)c1ccc(NC(=O)C2CCCO2)cc1 (stereo not drawn)	i	i	i	i	-4	i	2	i	0	3	i
COC(=O)c1sccc1NC(=S)N1CCN(c2cc(C)ccc2C)CC1	i	i	i	i	0	i	2	i	0	-9	i
C/C(=N\NC(=O)COc1ccc(C)cc1[N+](=O)[O-])c1ccc2c(c1)OCCO2	i	i	i	i	-14	i	0	i	0	-11	i
COc1ccc(-c2nc(SCC(=O)Nc3cc(C)on3)n[nH]2)cc1	i	i	i	i	2	i	0	i	-1	-3	i
COc1cc(C(C)=O)ccc1OC(=O)CN1C(=O)c2ccccc2C1=O	i	i	i	i	-12	i	-2	i	0	-6	i
O=C(CCl)c1ccc(Cc2ncc(C(F)(F)F)cc2Cl)s1	i	i	i	i	-7	i	-3	i	13	-8	i
O=C(c1ccc(NS(=O)(=O)c2cccc(F)c2)cc1)N1CCCCC1	i	i	i	i	-8	i	4	i	-1	-8	i
O=C(COC(=O)c1c2c(nc3ccccc13)CCCCC2)NCc1ccc2c(c1)OCO2	i	i	i	i	8	i	-1	i	-3	-17	i
C=CCn1c(SCc2nc3ccccc3[nH]2)nnc1-c1ccc(OC)cc1	i	i	i	i	-2	i	3	i	3	-8	i
CCOC(=O)N1CCN(C(=O)CN(C2CCCCC2)S(C)(=O)=O)CC1	i	i	i	i	1	i	0	i	-2	-7	i
CCN=C1SC(C(=O)Nc2cccc(Cl)c2)CC(=O)N1CC (stereo not drawn)	i	i	i	i	-2	i	1	i	0	-13	i
O=C(/C=C/c1ccccc1[N+](=O)[O-])N1CCN(C(=O)c2ccco2)CC1	i	i	i	i	2	i	2	i	-2	-1	i
CN(CC(=O)Nc1ccc(F)c(F)c1)S(=O)(=O)c1cccc2nsnc12	i	i	i	i	-2	i	2	i	0	-6	i
O=C(NCc1ccco1)c1ccc(N2CCCC2=O)cc1	i	i	i	i	-4	i	-1	i	0	0	i
CCCn1c(NCc2ccccc2NS(=O)(=O)c2ccc(C)cc2)nc2ccccc21	i	i	i	i	-3	i	-1	i	-3	-5	i
